Screens: PubChem BioAssay, several laboratories
PLAP activator = PLAP enzyme activators, biochemical, luminescence, HTS; purified PLAP enzyme, luminescent substrate read-out; active compounds read high; activation fold at 20 µM; actives 1.2% (n = 96,000); in the data active means activation fold above about 2
Target sequence (P05187 whole entry, looked up): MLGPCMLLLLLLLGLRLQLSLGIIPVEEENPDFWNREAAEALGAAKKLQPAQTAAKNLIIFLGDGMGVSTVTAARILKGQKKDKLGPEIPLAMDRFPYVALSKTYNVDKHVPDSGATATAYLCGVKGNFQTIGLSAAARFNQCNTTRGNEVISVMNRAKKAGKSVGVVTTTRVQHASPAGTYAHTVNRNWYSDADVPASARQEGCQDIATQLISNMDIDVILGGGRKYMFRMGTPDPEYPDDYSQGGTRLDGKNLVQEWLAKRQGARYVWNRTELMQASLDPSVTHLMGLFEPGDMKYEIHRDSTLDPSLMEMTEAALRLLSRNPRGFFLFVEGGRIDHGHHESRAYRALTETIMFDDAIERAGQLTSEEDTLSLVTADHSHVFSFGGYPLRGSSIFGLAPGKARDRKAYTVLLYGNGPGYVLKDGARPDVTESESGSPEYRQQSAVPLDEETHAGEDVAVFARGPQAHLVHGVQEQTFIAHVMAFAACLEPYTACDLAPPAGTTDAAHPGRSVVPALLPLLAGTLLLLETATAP
sEH inh = soluble epoxide hydrolase inhibitors, primary screen, biochemical, human sEH; Bifunctional epoxide hydrolase 2 (Homo sapiens), P34913; recombinant human sEH enzymatic activity assay; inhibition, % at 2 µM; actives 0.34% (n = 91,000); in the data active means inhibition above about 80%; further: values of inactives mirror those of a sister screen read the other way; many of its hits are not listed in these tables
sEH activator = soluble epoxide hydrolase activators, primary screen, biochemical, human sEH; Bifunctional epoxide hydrolase 2 (Homo sapiens), P34913; purified human sEH enzymatic activity, activator screen; activation, % at 2 µM; actives 0.04% (n = 91,000); in the data active means activation above about 37%; further: values of inactives mirror those of a sister screen read the other way
CD11b adhes inh = inhibitors of CD11b/CD18 adhesion to fibrinogen, primary screen, K562 cells, luminescence | Integrin beta-2 (Homo sapiens) + Integrin alpha-M (Homo sapiens), P05107+P11215 | ATPlite luminescence; Mn2+ added to activate the integrin | inhibition, % at 10 µM | actives 0.54% (n = 93,000) | AID 1497, 2009;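 active means primary inhibition of 50% or more at 10 µM, then 40% or more on retest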; further: some results filed as inactive read as strong as hits
E coli WT exp = growth inhibitors of wild-type E. coli, primary screen, strain BW25113, expanded library, OD600; OD600 absorbance; growth inhibition, % at 100 µM; actives 0.15% (n = 98,000); AID 710, 2007;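 active means growth inhibition above about 50% at one test dose, limit read from the data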;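 further: growth measured after 20 h incubation at 37 °C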
S1P2 antag = human S1P2 receptor antagonists, primary screen, cell-based | actives 0.21% (n = 97,000) | inhibition, % at 5 µM | cell-based S1P2 antagonist assay, inhibition at 5 uM; in the data active means inhibition above about 45%;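 further: CRE beta-lactamase reporter cells expressing human S1P2 stimulated with S1P; 0% = agonist at EC80 alone and 100% = agonist plus reference antagonist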
Target sequence (O95136 whole entry, looked up): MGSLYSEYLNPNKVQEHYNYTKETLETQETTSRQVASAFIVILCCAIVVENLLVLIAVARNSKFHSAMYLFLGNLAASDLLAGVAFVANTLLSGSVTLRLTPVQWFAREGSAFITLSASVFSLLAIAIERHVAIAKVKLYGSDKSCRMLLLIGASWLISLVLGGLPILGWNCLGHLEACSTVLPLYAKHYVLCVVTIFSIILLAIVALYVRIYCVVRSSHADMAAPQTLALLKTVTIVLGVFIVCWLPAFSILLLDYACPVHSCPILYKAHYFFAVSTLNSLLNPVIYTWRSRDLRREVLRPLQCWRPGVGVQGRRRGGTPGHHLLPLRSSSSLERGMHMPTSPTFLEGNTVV
PostGolgi yeast = phenotypic screen on post-Golgi transport, primary screen | post-Golgi transport phenotypic cell assay | actives 0.9% (n = 98,000) | AID 739, 2007 | inhibition, % at 10 µM;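 further: yeast cells grown in 1536-well plates; yeast grown about 18 h at 30C before absorbance read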
PostGolgi ctrl = growth inhibition of yeast control strain, primary screen, counter-screen for post-Golgi transport modulator project; AID 738, 2007; inhibition, % at 10 µM; actives 5% (n = 98,000); efflux-deficient yeast background strain, growth absorbance A615, 16 h
S1P2 agonist = S1P2 receptor agonists, primary screen, cell-based. Sphingosine 1-phosphate receptor 2 (Homo sapiens), O95136. S1P2-expressing cell line, agonist reporter read-out. activation, % at 4.5 µM. actives 0.46% (n = 97,000). AID 729, 2007; in the data active means activation above about 16%;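 further: 0% = vehicle low control and 100% = maximal reference agonist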
Numbers without * were called inactive; / = no result given. Unless noted, no stated cut-off is given here; in the data, active means inhibition above about 30%; inactive means the rest.

SMILES | PLAP activator | sEH inh | sEH activator | CD11b adhes inh | E coli WT exp | S1P2 antag | PostGolgi yeast | PostGolgi ctrl | S1P2 agonist
C=CCn1c(SCc2cccnc2)nnc1-c1ccncc1 | 0.8 | -10.6 | 8.9 | -11.5 | -3.0 | -4.9 | -3.5 | 16.1 | -3.6
Cc1ccc(-c2ccc(/C=N\NC(=O)c3cc4c(ccc5ccccc54)o3)o2)cc1[N+](=O)[O-] | 1 | 3.8 | -3.1 | 2.7 | -20.0 | 2.3 | 0.6 | -6.1 | -3.3
COC(=O)c1ccc(/C=N\NC(=O)c2ccc(C)cc2Cl)cc1 | 0.9 | 1.4 | 1.0 | / | -9.0 | 11.8 | -4.0 | 11.1 | -2.9
CC1COC(c2cccn2Cc2ccccc2Cl)=N1 (stereo not drawn) | 1 | / | / | / | 5.0 | -17.8 | 3.6 | 4.7 | -1.2
COc1ccc(CCNC2=NCC(C)S2)cc1 (stereo not drawn) | 0.9 | -4.6 | 5.3 | -18.1 | 8.0 | -33.6 | -3.5 | 11.7 | 0.0
Cc1onc(-c2ccccc2)c1-c1n[nH]c(=S)n1-c1ccccc1 | / | -7.2 | 8.5 | / | / | -5.1 | / | / | -3.8
O=C1CCCCC1Sc1nnc(Cc2cccs2)n1CCc1ccccc1 (stereo not drawn) | 1.4 | / | / | 5.2 | 3.0 | / | 2.8 | 19.6 | /
CCCCNC(=O)CSc1nnc(NC(C)=O)s1 | 0.9 | / | / | -5.7 | -9.0 | / | 4.5 | 9.9 | /
O=C(Oc1ccc2c(c1)CCC2)N1CCOCC1 | 1 | -8.7 | 12.9 | -32.5 | 4.0 | -8.1 | -6.9 | -2.0 | -3.5
CCNc1nc(N2CCCCC2)nc(-n2nnc(C(=O)OCC)c2C)n1 | 1.3 | 8.4 | -5.8 | -44.6 | 0.0 | -0.7 | -6.2 | 16.1 | -3.5
CCCCNC(=O)c1ccccc1NC(=O)c1ccccc1N(C)S(C)(=O)=O | 1.1 | 3.8 | -8.8 | -16.7 | 4.0 | 23.8 | -6.4 | 8.8 | -1.6
C=CCOC(=O)C1=C(C)N=C2SCCC(=O)N2C1c1ccc(OC(=O)c2ccco2)cc1 (stereo not drawn) | 1 | / | / | -7.7 | -19.0 | / | -3.4 | 0.8 | /
CC1C(C(=O)Nc2ccccc2)CCCC1(C)C(=O)O (stereo not drawn) | 1.1 | 5.8 | -4.6 | -1.9 | -19.0 | -18.0 | -4.1 | 2.7 | -7.3
COc1ccc(C(=O)c2sc(Nc3ccccc3)c(C(=O)Nc3ccc(OC)c(OC)c3)c2N)cc1 | 1.2 | 12.6 | -10.7 | 97.0 | -12.0 | -4.7 | 3.0 | 18.2 | -5.2
Cc1nc2c(Cl)cc(Cl)cc2[nH]1 | 1.1 | -0.2 | -2.5 | -7.3 | 3.0 | 23.5 | 1.1 | 24.1 | -8.3
CCOC(=O)C1CCN(C(=O)c2cccc(C(=O)N3CCC(C(=O)OCC)CC3)c2)CC1 | 1.8 | 6.4 | -4.9 | 9.8 | 2.0 | -1.3 | -2.0 | 5.6 | -0.1
O=[N+]([O-])c1ccccc1/C=N/Nc1nccnc1Cl | 0.7 | 10.4 | -7.8 | / | -5.0 | -8.0 | 19.3 | 7.3 | -2.6
CCOC(=O)C1=C(C)NC(SCC(=O)Nc2cc(C)on2)=C(C#N)C1c1cccs1 (stereo not drawn) | 0.9 | 10.7 | -7.5 | 10.2 | -1.0 | -4.1 | 5.9 | -18.3 | -4.8
NC(=O)c1oc2ccccc2c1NC(=O)CN1CCCCC1 | 1.1 | -19.3 | 21.1 | 27.6 | 11.0 | 10.3 | -0.3 | -1.6 | -8.6
N#CCSc1nc2[nH]ncc2c(=O)n1-c1ccccc1Br | / | / | / | / | -2.0 | 0.1 | 3.0 | 18.3 | -10.7
CC12CC(c3ccccc3O1)C(C(=O)N1CCOCC1)C(=O)N2 (stereo not drawn) | 1 | -0.3 | -0.1 | 0.5 | -2.0 | 12.6 | 8.0 | 10.5 | -3.5
CCC(CCC(=O)Nc1nncs1)C(=O)O (stereo not drawn) | 0.8 | 2.7 | -3.0 | -30.7 | -2.0 | -0.5 | 11.0 | -6.5 | -1.4
O=C(CC1Nc2ccccc2NC1=O)NCCCN1CCCCCC1 (stereo not drawn) | 1.3 | 0.0 | -0.3 | -17.3 | 2.0 | 16.2 | 14.9 | 6.6 | -2.7
CCCCNC(=O)CS(=O)Cc1nc(-c2cccs2)oc1C (stereo not drawn) | 1.4 | / | / | -9.0 | 0.0 | 12.5 | 17.7 | 5.9 | -0.7
O=C(c1cnn2c1NC(c1ccc(Br)cc1)CC2C(F)(F)F)N1CCN(C23CC4CC(CC(C4)C2)C3)CC1 (stereo not drawn) | / | 8.9 | -4.0 | / | / | -15.6 | / | / | -2.4
Cn1cccc1Cc1nnc(SCC(=O)Nc2ccc(F)cc2F)n1-c1ccc(F)cc1 | 1.6 | 20.0 | -20.8 | -3.1 | 4.0 | 2.3 | 3.5 | 13.7 | -6.5
COC(=O)c1ccc(CSc2nc3ccccc3c(=O)n2-c2ccccc2)o1 | 1.4 | -5.1 | 3.9 | -11.5 | -11.0 | -23.7 | -10.5 | 15.2 | 1.9
Cc1cccc(N(C(=O)Cc2cccs2)C(C(=O)NC2CCCC2)c2ccsc2)c1 (stereo not drawn) | 0.9 | 1.9 | 0.1 | / | 0.0 | -0.2 | -4.1 | 2.6 | -3.6
CC12CC(NC(=O)N1Cc1ccccc1)c1ccccc1O2 (stereo not drawn) | 1.1 | / | / | 13.8 | 5.0 | 9.9 | -1.2 | 1.5 | -1.0
Cc1c(NC(=O)C(C)Sc2n[nH]c(N)n2)c(=O)n(-c2ccccc2)n1C (stereo not drawn) | 1 | -16.3 | 14.3 | 1.4 | 0.0 | -29.5 | 1.5 | 8.5 | -2.3
Cc1nc(N2CCN(C(c3ccccc3)c3ccccc3)CC2)[nH]c(=O)c1C | 0.9 | -3.4 | 1.6 | -4.8 | -5.0 | -8.9 | 2.6 | 3.1 | -1.6
O=C(Nc1ccccc1C(=O)NC1CCCC1)NC1CCCC1 | 1 | -0.7 | 1.1 | -13.1 | 2.0 | -9.3 | 16.9 | 14.3 | -3.5
COc1cc2[nH]c(=O)n(Cc3ccc(C(=O)NCCCN4CCC(C)CC4)cc3)c(=O)c2cc1OC | 1.5 | 6.2 | -8.4 | -38.1 | -2.0 | 9.1 | -0.2 | 6.4 | -10.4
COc1ccc(C(C)=O)cc1CN1CCCCC1 | / | -0.6 | 6.3 | / | / | -0.5 | / | / | -4.2
O=C(c1c[nH]c2ccc(F)cc2c1=O)N1CCCCCC1 | / | 13.3 | -8.6 | / | / | 0.1 | / | / | -2.0
Cc1cc(Cl)ccc1NC(=S)NCc1cccs1 | 0.7 | 67.8 | -67.9 | -7.5 | 12.0 | 2.1 | 5.6 | 2.1 | -6.1
CSCCNC(=O)c1ccc(C(C)(C)C)cc1 | 0.9 | -16.9 | 12.9 | -11.0 | -4.0 | -2.2 | 5.7 | 4.4 | -0.5
Nc1c(N=Nc2ccccc2F)c(=O)[nH]n1-c1ccccc1 | 0.9 | -4.8 | 1.9 | / | 3.0 | 10.9 | -11.3 | 9.6 | -5.2
CC1CC2=C(NC(=S)NC2c2ccc(F)cc2)/C(=C/c2ccc(F)cc2)C1 (stereo not drawn) | 0.9 | 14.0 | -13.4 | / | -8.0 | 22.4 | -2.5 | 38.9* | -7.9
CCOC(=O)C(CC)Sc1nc2c(c(=O)[nH]c(=O)n2C)n1C/C=C(/C)Cl (stereo not drawn) | 1.3 | -0.5 | -0.3 | -4.7 | -2.0 | 2.9 | 3.0 | 7.8 | -4.6
CC(=O)SC(C)CC(=O)NCc1ccccc1 (stereo not drawn) | 0.9 | -6.4 | 2.7 | -17.4 | 3.0 | 4.8 | -9.4 | -3.8 | -1.4
CCc1cc(=O)oc2c(C)c(O)c(CN(C)C)cc12 | 1.2 | -10.7 | 12.1 | 0.1 | 4.0 | 2.4 | 26.3 | -7.5 | -2.1
O=C(NCCCN1CCOCC1)c1cc(-c2ccc(Br)cc2)on1 | 1.4 | / | / | -1.0 | 21.0 | 7.0 | 5.0 | 4.4 | -5.6
COc1cc(OC)cc(-c2nnc(SCC(=O)N(C(C)C)C(C)C)o2)c1 | 1.6 | / | / | 4.8 | 0.0 | 10.5 | 12.0 | 25.7 | -4.8
O=P(O)(CCc1ccccc1)C(O)c1ccccc1 (stereo not drawn) | 1.1 | -8.0 | 9.8 | / | 1.0 | 18.8 | -0.5 | 21.9 | -3.6
CCCC(=O)Nc1nnc(CC(=O)N2CCCC2)s1 | 0.9 | 7.7 | -9.7 | -18.1 | -1.0 | -12.2 | 0.2 | 3.8 | -3.3
Cc1ccnc(N2CCCC(C(=O)NCc3cccs3)C2)n1 (stereo not drawn) | / | 27.8 | -25.4 | / | / | 6.1 | / | / | -5.5
CCOC(=O)c1c(CN2CCOCC2)oc2ccc(OC)cc12 | 1.5 | 9.7 | -9.1 | -26.5 | 1.0 | -0.1 | 2.3 | 4.7 | -7.3
CCN(C(=O)c1ccco1)c1nc(CC(=O)Nc2ccc(Cl)cc2)cs1 | 0.9 | 51.0 | -50.3 | 9.3 | -8.0 | -15.2 | 3.0 | 0.6 | -6.4
CC(C)c1cc(C(=O)Nc2ccc3c(c2)OCO3)no1 | 1 | / | / | -10.2 | 3.0 | / | -7.3 | 2.3 | /
C=CCc1c(C)nc(C)nc1N/N=C/c1ccc([N+](=O)[O-])cc1 | 1.3 | 7.3 | -6.6 | -29.6 | -1.0 | 8.0 | 2.4 | 4.2 | -3.6
CC(C)C(=O)Nc1cccc(NC(=O)CCN2C(=O)c3ccccc3S2(=O)=O)c1 | 0.9 | 4.4 | -5.0 | -7.3 | -4.0 | 2.0 | 3.6 | 10.3 | -10.6
COCCCNc1nc2c(c(=O)[nH]c(=O)n2C)n1CC(O)COc1ccccc1C (stereo not drawn) | 0.9 | 8.0 | -9.4 | 2.8 | 1.0 | 13.7 | -7.1 | / | -4.6
CCOC(=O)c1ccc(NC(=S)NCCCN2CCCCC2)cc1 | 0.9 | 7.3 | -3.4 | / | 5.0 | -8.2 | 8.0 | 2.3 | -3.6
Cn1cnnc1SCC(=O)n1c2ccccc2c2ccccc21 | 1.3 | -15.5 | 14.9 | 3.2 | 13.0 | 15.4 | -1.0 | 5.3 | -0.9
O=C(CSc1nnc(Cn2cnc3ccccc32)o1)Nc1cccc2ccccc12 | 1.5 | 5.7 | -6.2 | -4.0 | -2.0 | -8.4 | 14.2 | 9.4 | -2.4
CCOc1cc(CNCCc2ccc(S(N)(=O)=O)cc2)cc(Cl)c1OCc1ccccc1 | 1.5 | -2.3 | 3.4 | 9.4 | 6.0 | 44.7 | -3.9 | 6.5 | -7.2
